Assay outcomes deposited in PubChem BioAssay by Sanford-Burnham Center for Chemical Genomics.
GRIN3A LBD mod – NR3A (human) ligand-binding domain modulation. NR3A LBD differential scanning fluorimetry, Tm shift; 0% = protein alone, 100% = glycine-bound protein. Tm shift relative to glycine control, % at 25 µM. 340,000 tested, 2.5% active;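 active means melting temperature shift of at least 10% of the positive control shift, at one fixed dose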
MPTP inh – inhibitors of mitochondrial permeability transition pore; isolated mouse mitochondria, Ca2+ swelling absorbance, 30 min; 360,000 tested, 1.4% active; inhibition, % at 10 µM;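 active means inhibition of 50% or more, scaled per plate between neutral and stimulator controls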;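 further: 0% = DMSO wells given calcium and 100% = 1 mM EGTA wells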
* hit, by the source's call. The list is partial; count on the stated rates, not on these rows.

SMILES	GRIN3A LBD mod	MPTP inh
COc1ccccc1OC(=O)Oc1ccccc1OC	2	-1.5
CC(=O)OCC(=O)C1(O)CCC2C3CCC4=CC(=O)C=CC4(C)C3(F)C(O)CC21C (centres undefined)	-2	-2.3
